APP 5UTR inh = APP translation inhibition. SH-SY5Y APP 5'UTR-luciferase reporter, luminescence. inhibition, % at 2 µM. 190,000 tested, 0.82% active. AID 1285;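 active means inhibition above a set limit, derived from the sample mean plus 3 SD, cut at about 45% in these data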; further: values of inactives mirror those of a sister screen read the other way
STAT3 inh = reduces IL-6 driven STAT3 reporter signal. U3A cells, IL-6 STAT3-luciferase reporter, luminescence; host cell line lacks STAT1. 190,000 tested, 0.89% active. inhibition, % at 5.5 µM. AID 862;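 active means inhibition above the mean inhibition across all screened compounds plus 3 SD, cut at about 44% in these data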;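 further: 0% = DMSO only wells and 100% = 100 µM nifuroxazide control wells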
STAT1 blocker = reduces IFN-gamma driven STAT1 reporter signal. NIH 3T3 STAT1-luciferase reporter, luminescence. inhibition, % at 5.5 µM. 200,000 tested, 0.35% active;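 active means inhibition above a set limit, the mean inhibition across all tested compounds plus 3 SD, cut at about 34% in these data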;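 further: 0% = IFN-gamma with DMSO and 100% = IFN-gamma with 300 µM nifuroxazide; values of inactives mirror those of a sister screen read the other way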
STAT1 activator = increases IFN-gamma driven STAT1 reporter signal; NIH 3T3 STAT1-luciferase reporter, luminescence; 100% = IFN-gamma alone, no compound; activation (% of control), % at 5.5 µM; 200,000 tested, 2.6% active; AID 932;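 active means activation above the screen-wide mean activation plus 3 SD, cut at about 130% in these data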;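 further: raw ratio to IFN-gamma control signal so 100% means no change and 0% no light; values of inactives mirror those of a sister screen read the other way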
APP 5'UTR act = activates APP 5'UTR luciferase reporter. activation, % at 2 µM. SH-SY5Y APP 5'UTR luciferase reporter, luminescence; zero percent = DMSO vehicle wells. 190,000 tested, 1% active. AID 1276;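 active means activation above a set limit, based on mean plus 3 SD of controls, cut at about 140% in these data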; further: values of inactives mirror those of a sister screen read the other way
STAT3 activator = activators of IL-6 induced STAT3 signaling; U3A cells, IL-6 STAT3-luciferase reporter, luminescence; 100% = signal with IL-6 EC80 alone; activation (% of control), % at 5.6 µM; 190,000 tested, 0.91% active; AID 871;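 active means activation above the screen-wide mean of compound activation plus 3 SD, cut at about 130% in these data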;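 further: 0% = background luminescence of wells with medium and substrate only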
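Test system: Human STAT1-deficient U3A cells with stable STAT3-luciferase reporter | Also added: Interleukin-6, 33 ng/mL | Timing: Compound pre-incubation 1 h before IL-6, then 6 h stimulation at 37 °C | Technique: Luciferase reporter luminescence | Read-out: Percent of IL-6-only median luminescence | Benchmarks: IL-6-only wells as 100% reference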
FLuc act counter = affects firefly luciferase, flagging false hits in luciferase stimulation screens; P08659; ATPlite luciferase biochemical, luminescence, 10 min; 0 = ATP-free wells, 1 = DMSO control; activation factor at 10 µM; 200,000 tested, under 10 active;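 active means luciferase activation factor, scaled between plate controls, of at least 2 with compound at 10 µM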
Target sequence (P08659 whole entry, looked up): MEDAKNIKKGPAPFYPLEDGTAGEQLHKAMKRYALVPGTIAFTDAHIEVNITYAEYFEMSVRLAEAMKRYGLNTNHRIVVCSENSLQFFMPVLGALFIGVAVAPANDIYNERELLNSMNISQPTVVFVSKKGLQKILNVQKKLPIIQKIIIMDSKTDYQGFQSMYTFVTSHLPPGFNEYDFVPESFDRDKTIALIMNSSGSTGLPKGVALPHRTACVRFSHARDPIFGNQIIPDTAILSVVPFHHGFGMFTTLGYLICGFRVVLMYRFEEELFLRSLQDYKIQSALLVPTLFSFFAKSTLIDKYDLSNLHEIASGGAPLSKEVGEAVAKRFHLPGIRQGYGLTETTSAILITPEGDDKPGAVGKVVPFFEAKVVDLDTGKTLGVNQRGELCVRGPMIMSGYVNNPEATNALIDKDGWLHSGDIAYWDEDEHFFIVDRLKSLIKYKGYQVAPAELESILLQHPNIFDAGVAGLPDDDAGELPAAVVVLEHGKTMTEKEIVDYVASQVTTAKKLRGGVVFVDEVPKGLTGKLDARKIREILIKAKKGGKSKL
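Assay system: Luciferase/luciferin reagent mix; Medium: PBS as buffer for the ATP substrate; Dosing: test compounds dosed from 2 mM stocks in 100% DMSO; Times: 10 min, room temperature; Signal: luminescence from luciferase reaction; Read-out: luciferase activation; Controls: No-ATP low control, compound-free enzyme-plus-ATP high control.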
FLuc inhib CS = inhibits firefly luciferase, flagging false hits in luciferase inhibition screens; ATPLite firefly luciferase biochemical luminescence, 10 min; AID 1006; inhibition, % at 10 µM; P08659; 200,000 tested, 1.5% active;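 active means inhibition above about 50% when tested at 10 µM, limit read from the data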
ROMK mod = modulates human ROMK potassium channel activity. Tet-inducible ROMK, thallium flux fluorescence; actives lie on both sides. AID 1918. B-score at 10 µM. 130,000 tested, 2% active;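 active means signal ratio slope over the read window, or its plate-corrected B-score, at least 3 SD from the plate mean, either direction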;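 further: B-score of the F/F0 ratio slope over 7 to 12 s after thallium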
Target sequence (P48048 whole entry, looked up): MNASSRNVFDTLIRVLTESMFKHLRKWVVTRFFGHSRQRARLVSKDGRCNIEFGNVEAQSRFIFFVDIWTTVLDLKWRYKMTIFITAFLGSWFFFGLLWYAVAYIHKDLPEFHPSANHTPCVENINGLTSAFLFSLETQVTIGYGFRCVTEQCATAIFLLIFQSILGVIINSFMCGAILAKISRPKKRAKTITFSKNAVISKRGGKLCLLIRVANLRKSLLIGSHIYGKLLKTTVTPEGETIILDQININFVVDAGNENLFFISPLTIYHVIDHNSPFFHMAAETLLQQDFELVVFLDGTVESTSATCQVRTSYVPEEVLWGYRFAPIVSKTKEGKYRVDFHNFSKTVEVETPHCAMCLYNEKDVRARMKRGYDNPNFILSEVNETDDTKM
NF-kB neuron act = raises NF-kB expression in human neuronal cells; NF-kB reporter expression; stronger effect = higher value; fold change at 12.5 µM; 190,000 tested, 1.6% active; AID 1239; in the data active means fold change above about 3.3
Numbers without * were called inactive; . = not tested or not shown.

SMILES	APP 5UTR inh	STAT3 inh	STAT1 blocker	STAT1 activator	APP 5'UTR act	STAT3 activator	FLuc act counter	FLuc inhib CS	ROMK mod	NF-kB neuron act
CCc1cccc2c(C(=O)COC(=O)C3=NNC(=O)CC3)c[nH]c12	-14	8	-4	102	14	99	1	-4	-0.52	0.98
CCCc1cc(=O)[nH]c(Nc2ccc(N3CCCCC3)cc2)n1	2	14	2	98	-2	89	1	-2	.	0.7
CC(=O)/C(C(=N)N1CCN(Cc2ccccc2)CC1)=C(\C)O	-11	4	6	94	11	100	1	0	.	0.93
Cc1cc(C)c2c(c1)/C(=N/NC(=O)c1cc(C)oc1C)CCC2	10	-7	8	92	-10	107	1	2	-0.12	1.3
O=c1cc(N2CCC3(CC2)OCCO3)[nH]c(=O)n1-c1ccc(Br)cc1	-16	2	-4	104	16	102	1	-3	0.49	1.2
COc1ccc(/C=N/NC(=O)CCCOc2ccc(Cl)cc2Cl)cc1[N+](=O)[O-]	-9	7	6	95	9	95	1	-2	.	1.1
Cc1c(Cl)cccc1NC(=O)N1CCCC1	-59	8	19	81	59	96	1.1	-5	-0.77	1.2
CCOC(=O)N1CCN(c2c(NCCN3CCN(Cc4ccccc4)CC3)c(=O)c2=O)CC1	-7	-20	-7	106	7	121	1.1	-6	.	1.4
CCN(CC)S(=O)(=O)c1ccc(NC2c3ccccc3C(=O)N2Cc2ccc3c(c2)OCO3)cc1 (stereo unspecified)	.	4	9	92	.	104	1.1	-9	.	1
O=C(Nc1ccccc1)Nc1cc(OCC(F)(F)F)cc(OCC(F)(F)F)c1	4	8	5	96	-4	93	1	0	.	0.5
CCn1c(=S)sc2c(=O)n(-c3ccccc3)c(SC)nc21	-7	6	7	94	7	99	1	-3	0.43	0.89
Cc1c(C2C(C#N)=C(N)OC3=C2C(=O)CCC3)cnn1C (stereo unspecified)	10	5	0	100	-10	98	1.1	-9	0.043	1.2
CCN1CCN(C(=O)CSc2cc(=O)n(CC)c3ccccc23)CC1	0	14	9	91	0	90	1.1	-7	.	1.4
Cc1cc(C(=O)C(C)Sc2cccc[n+]2[O-])c(C)n1-c1ccc(Cl)cc1 (stereo unspecified)	-38	11	-10	108	38	97	1	3	-0.4	1.1
O=C(O)C1C2C=CC(O2)C1C(=O)NCCc1cccc(Cl)c1 (stereo unspecified)	-27	1	1	97	27	100	1.1	-8	-0.47	0.95
CCCCCOc1ccc(NC(=O)CCCC(=O)O)cc1	-2	5	3	97	2	98	1	-2	0.024	0.98
CCOc1ccc(NC(=O)CC2C(=O)N(CC)C(=S)N2CCNC(C)=O)cc1 (stereo unspecified)	-7	-2	3	100	7	100	1	-2	1.1	1.1
COc1ccccc1N(CN1CCCC1=O)C(=O)c1c(F)cccc1F	-6	0	1	99	6	103	1.1	-6	.	1
CCOC(=O)Cc1csc(NC(=O)CSc2nnc(C)n2C)n1	2	4	6	95	-2	97	1.1	-8	.	0.98
Cc1[nH]c2ccccc2c1C(=O)CN1C(=O)C(=O)N(Cc2ccco2)C1=O	-7	4	-1	99	7	98	1	-2	-0.37	0.95
O=C(Nc1ccc([N+](=O)[O-])cc1)c1cn(-c2ccccc2)nc1-c1cc2ccccc2o1	20	6	1	99	-20	97	1	-4	0.15	1.2
CN(C)S(=O)(=O)c1ccc(C(=O)NCc2ccc3[nH]c4c(c3c2)CCCC4)cc1	5	27	-3	103	-5	77	1.1	-13	-1	1.4
Cc1ccc(S(=O)(=O)Nc2ccc(N=Nc3ccc(O)cc3)cc2)cc1	-11	-7	-8	107	11	109	1	0	2.5	1.2
CS(=O)(=O)N(CC(=O)N1CCCC1)c1cc(Cl)c(Cl)cc1Cl	0	6	12	89	0	93	1	-2	1.2	0.91
O=C(Nc1ccc(NC(=O)c2sc3ccccc3c2Cl)cc1)c1ccco1	2	8	1	99	-2	92	1	-1	.	0.99
COC(=O)[C@H](CCSC)NC(=O)Nc1ccc(C)cc1	-20	6	-9	108	20	98	1	-3	0.19	0.98
c1ccc(CN2CCN(C3=Nc4cccc5cccc3c45)CC2)cc1	-30	18	-6	105	30	85	0.8	15	-2.5	0.94
Cc1cccc(C(=O)NCc2nnc3c4ccccc4c(-c4ccccc4)nn23)c1	-2	-1	3	97	2	104	1	-3	.	0.74
CCOC(=O)c1ccc(NS(=O)(=O)CC)cc1	-2	-1	1	99	2	102	1	-1	.	1.2
CCOc1c(Br)cc(CNc2ccc3c(c2)OCCO3)cc1OC	94*	11	4	96	-94	95	1.1	-5	3.4	0.94
CC(C)=NN/C(N)=N/C(=S)Nc1ccc(C)cc1	21	4	-9	108	-21	99	0.5	54*	.	1.8
CCCC(=O)Nc1ccccc1NC(=O)CN(C)S(=O)(=O)c1ccc(C)cc1	-8	1	9	92	8	103	1	-4	.	0.99
Cc1[nH]c2ccc(-c3nnc(SCC(=O)c4ccc(F)cc4)o3)cc2c1C	-26	19	5	95	26	87	1	-2	-1.2	1.2
CCNC(=S)N(Cc1ccco1)Cc1cc2cc(OCC)ccc2[nH]c1=O	2	0	9	93	-2	106	1.1	-6	0.18	.
CC1(C)CC(=O)C(C(C2=C(O)CC(C)(C)CC2=O)c2ccc(O)c([N+](=O)[O-])c2)=C(O)C1	-18	1	-2	100	18	101	1	-3	0.28	0.94
CNc1nc(C)c(C#N)c(-c2ccccc2)c1C(C)=O	.	1	10	91	.	104	1	0	.	1
CCCCn1cnc2c(cnn2-c2ccc(Cl)cc2)c1=O	0	5	-9	109	0	99	1	2	.	2
O=C(CSc1ncnc2c1oc1ccccc12)NC1CCCCC1	1	-2	-5	104	-1	105	1	-2	.	1.2
C[C@]12CC[C@@H]3c4ccc(O)cc4CC[C@H]3[C@@H]1C[C@@H](O)[C@@H]2O	-13	8	4	96	13	95	1	-1	.	0.86
Cc1nnc(N(Cc2ccccc2)C(=O)c2cnccn2)s1	5	14	4	96	-5	97	1.1	-8	.	1.3
CCOC(=O)c1c(NC(=O)CCl)sc(C(=O)N(CC)CC)c1C	-3	-3	2	94	3	103	1	-2	2*	1.9
O=C1c2cccnc2C(Nc2ccccc2)N1Cc1ccco1 (stereo unspecified)	.	-30	-5	104	.	133	1	-2	-0.09	1.2
COC(=O)c1nc(NC(=O)C(C)C)n[nH]1	14	10	2	98	-14	98	1	0	.	1.2
CC(=O)N1CCN(CC(=O)Nc2ccccc2Sc2ccc(Cl)cc2)CC1	14	-2	11	90	-14	100	1	-4	-1.3	0.94
CCOc1ccccc1Nc1nnc(SCC(=O)Nc2cc(C)on2)s1	0	1	3	97	0	102	1	-4	.	0.93
COc1ccc(OCc2nnc(SCc3ccc(C(=O)O)cc3)o2)cc1	-49	2	4	95	49	100	1	1	0.49	0.94
CCS(=O)(=O)N1CCN(c2cc3c(cc2[N+](=O)[O-])n(C)c(=O)n3C)CC1	-3	16	13	88	3	96	1	-3	-0.18	1
Cc1ccc(OCc2nc3c4c(ncn3n2)-c2ccccc2CC42CCCC2)cc1	-18	18	-2	102	18	87	1	-2	.	0.92
Cc1cc(C)nc(-n2nc(C)c3c(=O)[nH]c(C(F)(F)F)nc32)n1	12	3	-10	109	-11	102	1	-4	-0.031	0.95
Cc1ccc(S(=O)(=O)CCC(=O)OCC(=O)NCc2ccc(Cl)cc2)cc1	-21	3	4	97	21	101	1	1	-0.64	1.1
CSc1ccccc1NC(=O)c1cc(C2CC2)on1	-16	-21	-28	126	16	122	0.9	8	.	1.5
COc1ccc(Cl)cc1NC(=O)Cc1c(F)cccc1Cl	-18	-7	3	97	18	108	1.1	-11	.	1.1
CCOc1ccc(NC(=S)N2c3ccccc3CC2C)cc1 (stereo unspecified)	-8	11	-3	101	8	92	1	-2	0.63	0.99
CCC(CC)NC(=O)COC(=O)c1cccc(C)c1O	4	-3	3	97	-4	100	1.1	-7	-0.073	1.2
COc1ccc(C2(O)CN(c3ccccc3)C3=[N+]2CCS3)cc1OC (stereo unspecified)	-1	-4	-3	102	1	110	1	-2	-0.19	1
c1cc2c(cc1-n1cnnn1)OCO2	-3	-1	2	97	3	102	1	-4	-0.51	1.1
CCCn1c(N)c(C(=O)CN2CCN(S(=O)(=O)c3cccs3)CC2)c(=O)[nH]c1=O	-18	3	1	99	18	101	1.1	-6	.	1
CCOC(=O)N1CCN(c2cc(N3CCOCC3)c(F)cc2[N+](=O)[O-])CC1	-15	0	-1	101	15	109	1	-2	-1.1	0.91
CCCCNS(=O)(=O)c1ccc(OC)c(Cl)c1Cl	12	2	-10	109	-12	101	1	-4	.	0.79
Cn1ncc2c(=O)n(CC(=O)NC34CC5CC(CC(C5)C3)C4)cnc21	10	12	-5	104	-10	95	1	-2	0.35	1

Next entries follow:
SMILES	APP 5UTR inh	STAT3 inh	STAT1 blocker	STAT1 activator	APP 5'UTR act	STAT3 activator	FLuc act counter	FLuc inhib CS	ROMK mod	NF-kB neuron act
COC(=O)CCC(=O)Nc1ccc(Cl)c(Cl)c1	4	8	-4	103	-3	97	1	-5	0.012	1
O=c1c2ccccc2c(C=NC2CCS(=O)(=O)C2)c(O)n1-c1ccccc1 (stereo unspecified)	12	17	10	91	-12	88	1.1	-7	-0.017	0.82
Cc1cnc(NC(=O)CN2CCN(c3ccccc3F)CC2)s1	-1	0	3	97	1	102	1	1	-0.78	1
O=C(COC(=O)/C=C/c1ccco1)Nc1ncc(Cl)cc1Cl	-2	5	4	96	2	94	1	-4	-0.27	1.1
C/C(=C\c1ccccc1)C(=O)NCCN1CCOCC1	-1	9	-6	106	1	100	1	-3	-0.71	1
COc1cccc(C2/C(=C(/O)c3ccc(C)cc3)C(=O)C(=O)N2Cc2ccco2)c1 (stereo unspecified)	-9	0	-4	104	9	103	1	-4	-1.1	1.1
CO/N=C/c1ccc(N2CCN(C(=O)c3ccc(F)cc3)CC2)c([N+](=O)[O-])c1	-18	7	-1	101	18	98	1	-1	.	0.97
O=C(Nc1ccccc1[N+](=O)[O-])c1cncc(Br)c1	5	18	-15	112	-5	87	1.1	-5	.	1.8
CN(C)c1ccc(/C=N/NC(=O)c2sccc2-n2cccc2)cc1	-10	1	-34	130*	10	101	0.9	10	-0.39	1.2
NS(=O)(=O)c1ccc(NC(=S)NCc2ccc(Cl)cc2)cc1	-14	12	1	99	14	92	1.1	-6	.	1.4
COc1ccc(CNC(=O)C(c2ccco2)N(C(=O)c2csnn2)c2cccc(C)c2C)cc1 (stereo unspecified)	16	8	-2	100	-16	96	1	-2	0.17	0.91

Rewritten with two lines to a compound: four of the compounds above
Value order: APP 5UTR inh, STAT3 inh, STAT1 blocker, STAT1 activator, APP 5'UTR act, STAT3 activator, FLuc act counter, FLuc inhib CS, ROMK mod, NF-kB neuron act
> NS(=O)(=O)c1ccc(NC(=S)NCc2ccc(Cl)cc2)cc1
    -14, 12, 1, 99, 14, 92, 1.1, -6, ., 1.4
> O=C(COC(=O)/C=C/c1ccco1)Nc1ncc(Cl)cc1Cl
    -2, 5, 4, 96, 2, 94, 1, -4, -0.27, 1.1
> O=c1c2ccccc2c(C=NC2CCS(=O)(=O)C2)c(O)n1-c1ccccc1 (stereo unspecified)
    12, 17, 10, 91, -12, 88, 1.1, -7, -0.017, 0.82
> COc1ccc(CNC(=O)C(c2ccco2)N(C(=O)c2csnn2)c2cccc(C)c2C)cc1 (stereo unspecified)
    16, 8, -2, 100, -16, 96, 1, -2, 0.17, 0.91

Bioassay records from PubChem.
